APJ agonist – agonists of human APJ apelin receptor; activation, % at 20 µM; 0.11% of 330,000 active; AID 2520; CHO-K1 APJ PathHunter beta-arrestin, luminescence; 0% DMSO wells, 100% apelin; P35414;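 active = activation more than six SD over the plate average, tested at 20 µM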;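 also: 0% = DMSO alone and 100% = apelin-13 at 10 nM; some results filed as inactive read as strong as hits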
Target sequence (P35414 whole entry, looked up): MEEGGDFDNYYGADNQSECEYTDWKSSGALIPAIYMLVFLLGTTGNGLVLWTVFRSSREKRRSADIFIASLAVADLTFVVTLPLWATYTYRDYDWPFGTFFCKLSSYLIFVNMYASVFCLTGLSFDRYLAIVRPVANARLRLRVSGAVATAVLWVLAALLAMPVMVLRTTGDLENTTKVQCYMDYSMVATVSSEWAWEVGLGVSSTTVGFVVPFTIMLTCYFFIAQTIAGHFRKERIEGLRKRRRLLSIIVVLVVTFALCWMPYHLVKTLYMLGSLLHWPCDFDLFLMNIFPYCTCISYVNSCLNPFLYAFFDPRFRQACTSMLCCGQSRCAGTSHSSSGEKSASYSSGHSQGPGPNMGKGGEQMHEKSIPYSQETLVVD
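Assay system: engineered CHO-K1 APJ arrestin reporter cells; Amount: 1000 CHO-K1 reporter cells seeded per well; Dosing: one dose, 20 µM compound, 1% DMSO; Times: compound stimulation 90 min at 25 °C, detection 60 min; Measured by: luminescent beta-gal fragment complementation, chemiluminescent substrate; Read-out: APJ–arrestin association signal; Controls: DMSO vs Apelin-13 10 nM.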
Mdm2 MdmX PPI – inhibitors of human Mdm2/MdmX interaction. O15151+Q00987. SaOS-2 split-luciferase Mdm2/MdmX complementation, luminescence. inhibition, % at 8 µM. 3% of 330,000 active. AID 485346;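 active = inhibition of at least 50% at 8 µM in the primary screen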
XBP1 UPR activ – adaptive UPR (XBP1) activation; 0.33% of 330,000 active; CHO-XBP1 luciferase reporter, IRE1-XBP1 UPR activation, luminescence; percent of tunicamycin response, DMSO as zero; activation, % at 20 µM;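 active = versus positive control, 20 µM dose yields 30% or more activation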;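 also: 100% = tunicamycin at 10 µg/mL and 0% = DMSO only wells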
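Signal: luciferase luminescence; Assay system: CHO-XBP1 luciferase reporter cells; Amount: one thousand reporter cells per well; Dosing: 20 µM single concentration, DMSO 1%; Benchmarks: high control tunicamycin 10 µg/mL final, low control DMSO vehicle only; Schedule: 6 h compound exposure at 37 °C, 5% CO2; Evaluation: percent activation relative to tunicamycin reference.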
Jurkat NFkB inh – inhibitors of the PMA/ionomycin-induced NF-kB reporter in Jurkat cells; PMA/ionomycin-induced NF-kB luciferase reporter, luminescence; inhibition, % at 4 µM; 0.53% of 330,000 active; AID 435003; in the data active = inhibition above about 50%
APJ antagonist – APJ receptor antagonism; inhibition, % at 20 µM; AID 2521; CHO-K1 APJ beta-arrestin complementation, luminescence; 0.32% of 330,000 active;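 active = inhibition above about 40% at 20 µM, limit read from the data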;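 also: cells challenged with 10 nM apelin-13 agonist together with compound; plate controls were apelin-13 plus DMSO wells for no effect and DMSO wells lacking apelin-13 for full effect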
tim23-1 inh – inhibits growth of tim23-1 mutant yeast | S. cerevisiae tim23-1 growth, BacTiter-Glo luminescence, 24 h | inhibition, % at 20 µM | 1.3% of 330,000 active | AID 463212;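 active = growth inhibition of the mutant yeast at or above 50%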;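 also: temperature-sensitive mutant grown at 25 °C; plate controls were DMSO-treated mutant yeast for no effect and medium wells lacking yeast for full effect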
697 NFkB inh – inhibitors of the PMA/ionomycin-induced NF-kB reporter in 697 B cells; inhibition, % at 4 µM; 0.33% of 330,000 active; 697 B-cell NF-kB luciferase reporter, 16 h; in the data active = inhibition above about 35%
UPR CHOP act – apoptotic UPR (CHOP) activation; CHO-CHOP luciferase reporter, luminescence; percent of tunicamycin response over DMSO baseline; activation, % at 10 µM; 0.34% of 330,000 active; AID 449763;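 active = at 10 µM dose, activation of 40% or more, normalized to positive control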;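 also: 100% = tunicamycin at 10 µg/mL and 0% = DMSO alone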
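assay system = CHO CHOP reporter cells | amount = 500 CHO-CHOP cells per well | buffer or medium = F12 with 10% FBS | incubation = 16-18 h cell attachment, then 6 h compound exposure, 37 °C | detection = luminescence read with Steady-Glo | read-out = percent activation relative to tunicamycin control | controls = tunicamycin high control, DMSO low control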
An asterisk follows results filed as active. Compounds as they come. Share with any hit: about 5%.

SMILES	APJ agonist	Mdm2 MdmX PPI	XBP1 UPR activ	Jurkat NFkB inh	APJ antagonist	tim23-1 inh	697 NFkB inh	UPR CHOP act
COCCNC(=O)c1cnn2c(C(F)(F)F)cc(-c3ccc(C)cc3)nc12	-2	3	-2	7	4	-7	8	-0.1
CCOc1cccc(-c2c(C(=O)N/N=C/c3ccncc3)nnn2-c2nonc2N)c1	2	14	-5	2	4	5	-21	-0.6
COc1ccc(N2CCN(CCCNC(=O)c3ccc(CS(=O)(=O)c4ccc(Cl)cc4)o3)CC2)cc1	3	15	-4	12	5	7	-1	0.1
CCOC(=O)C1=C(C)NC(=O)C(C(N)=O)C1c1ccccc1 (stereo not given)	-5	10	1	7	18	1	17	-0.2
CCOc1cccc(N)c1	-1	15	-1	0	0	11	10	-0.1
Cc1cc(C)nc(SCC(=O)N/N=C/c2cccn2-c2ccc(O)cc2)n1	0	1	-5	18	20	6	1	-2.0
CCN(CC)CCOC(=O)c1ccc(N/C=C(/C#N)c2nc(-c3cc4ccccc4oc3=O)cs2)cc1	0	29	0	-26	1	-65	3	4.3
O=C(NCc1cccs1)C1CCCN(C(=O)Nc2ccccc2)C1 (stereo not given)	-2	13	-5	5	0	1	29	-1.2
CC(C)N(Cc1ccccc1)C(=O)COC(=O)c1cc(S(=O)(=O)N(C)C)ccc1N1CCCC1	-4	13	-4	6	4	5	1	0.0
FC(F)(F)COc1nc(N/N=C/c2cccnc2)nc(N2CCCCC2c2ccccn2)n1 (stereo not given)	1	11	-2	3	-14	10	-17	-0.2
CCOC(=O)N1CCN(c2nc3ccc(C)cc3n3cnnc23)CC1	-2	-15	5	-8	-11	24	-12	1.5
CCc1ccc(-c2cc(C(=O)Nc3c(C)n(C)n(-c4ccccc4)c3=O)c3ccccc3n2)s1	0	3	0	-5	-6	18	15	2.5
C[C@H](NC(=O)c1nc[nH]c1C(=O)N[C@@H](CCCCN)C(=O)OC(C)(C)C)C(=O)OCc1ccccc1	-2	-16	-3	-3	9	13	6	2.1
CSc1oc(-c2ccco2)nc1S(=O)(=O)c1ccc(Br)cc1	0	20	0	-12	5	22	0	1.5
CCOC(=O)c1c(NC(=O)c2cccs2)sc(CC)c1-c1cccs1	-3	3	-1	-5	-1	20	10	0.6
O=C(NNC(=O)c1cccc(-n2cccc2)c1)c1ccccc1	-2	-22	2	-17	2	-10	3	2.0
O=C(CCSCc1ccccc1F)NCc1cccnc1	-3	-4	-1	0	-2	1	5	-1.5
Nc1c2c(nc3ccccc13)CCC2	-5	20	-2	-6	7	-10	13	-2.9
COCc1cc(CN2CCN(Cc3ccsc3)C(CCO)C2)ccc1OC (stereo not given)	-5	0	0	-13	6	1	-14	0.0
Cc1ccc2c(c1)C1CN(C)CCC1N2C(=S)NC(=O)c1ccc(Br)cc1 (stereo not given)	-5	9	3	2	33	-3	5	3.8

Ordered by molar mass (rising): part of the list above
SMILES	APJ agonist	Mdm2 MdmX PPI	XBP1 UPR activ	Jurkat NFkB inh	APJ antagonist	tim23-1 inh	697 NFkB inh	UPR CHOP act
CCOc1cccc(N)c1	-1	15	-1	0	0	11	10	-0.1
CCOC(=O)C1=C(C)NC(=O)C(C(N)=O)C1c1ccccc1 (stereo not given)	-5	10	1	7	18	1	17	-0.2
CCc1ccc(-c2cc(C(=O)Nc3c(C)n(C)n(-c4ccccc4)c3=O)c3ccccc3n2)s1	0	3	0	-5	-6	18	15	2.5

2 entries from above, comma-delimited:
SMILES,APJ agonist,Mdm2 MdmX PPI,XBP1 UPR activ,Jurkat NFkB inh,APJ antagonist,tim23-1 inh,697 NFkB inh,UPR CHOP act
CCc1ccc(-c2cc(C(=O)Nc3c(C)n(C)n(-c4ccccc4)c3=O)c3ccccc3n2)s1,0,3,0,-5,-6,18,15,2.5
Nc1c2c(nc3ccccc13)CCC2,-5,20,-2,-6,7,-10,13,-2.9

Continued.
SMILES	APJ agonist	Mdm2 MdmX PPI	XBP1 UPR activ	Jurkat NFkB inh	APJ antagonist	tim23-1 inh	697 NFkB inh	UPR CHOP act
CC12CCC(C(=O)N(CCCCN3CCN(Cc4ccccc4)CC3)C1=O)C2(C)C (stereo not given)	-3	10	-1	-9	7	-18	-4	0.2
CC(C)Cc1csc(NC(=O)C(C)C)c1C(=O)O	-2	10	0	2	-18	15	10	-0.1
O=C1c2cccc3cc(Br)cc(c23)C(=O)N1Nc1ccccc1	1	47	-2	-3	-2	10	-39	-0.5
Cc1ccc(S(=O)(=O)N(C)CC(=O)Nc2ccncc2)cc1	-1	1	-4	-1	-6	-1	20	-2.1
CC(=O)Oc1ccc(-c2ccc(C(=O)O)cc2)cc1	-2	4	1	-5	-20	-1	0	2.8
COCCn1nc2cc(C(=O)NCc3cc(C(F)(F)F)cc(C(F)(F)F)c3)ccc2c1OC	-3	16	-2	-3	4	-1	1	-0.4
COc1ccc(CCNC(=O)C2CCN(C(=O)c3ccc(Br)cc3)CC2)cc1	0	10	-6	-4	1	-8	-8	-1.3
Cc1ccc(S(=O)(=O)NC(C)C(c2cccs2)N2CCN(c3ccccc3)CC2)cc1 (stereo not given)	-2	18	-1	0	-15	29	3	3.4
CCc1nnc(NC(=O)c2cccc(S(=O)(=O)N(C)c3ccccc3)c2)s1	-3	24	0	-7	-11	12	0	0.0
COc1cccc(NC(=O)CCP(C)(=O)O)c1	4	11	0	0	-5	-2	-2	0.1
CC(=O)c1ccc(N2CCN(C(=O)c3ccc4c(c3)OCO4)CC2)cc1	-2	24	-2	0	-8	-7	-11	-1.1
CCCCCn1cnnc1SCC(=O)c1ccc2c(c1)OCO2	-3	-16	-2	0	3	20	8	1.2
CCOC(=O)CCC(NC(=O)CC(=O)NC(CCC(=O)OCC)C(=O)OCC)C(=O)OCC (stereo not given)	-4	11	-3	6	-5	5	0	-0.2
O=C1CC2(CCN(C(=O)COc3ccc(F)cc3)CC2)Oc2ccccc21	-2	6	0	-5	-2	4	-8	-0.9
C=CCc1ccc(OCCOc2ccc(/C=N/n3cnnc3)cc2OCC)c(OC)c1	2	11	-2	-4	-15	-13	1	-1.1
Cc1cc(=O)n2nc(N3CCC(C(=O)NCc4cccc(Cl)c4)CC3)sc2n1	-5	-22	-10	-7	8	-15	5	-0.6
Cn1c(/C(C#N)=C(\O)c2ccc(Cl)s2)nc2ccccc21	-2	1	5	-52	-6	-9	-116	2.8
CC(OC(=O)c1cccc(S(=O)(=O)N(C)C)c1)C(=O)NCc1ccc2c(c1)OCO2 (stereo not given)	-2	4	0	-6	13	14	6	5.1
CCOc1ccc(CNS(=O)(=O)c2ccc(-c3ccc(=O)[nH]n3)o2)cc1OC	1	12	-2	8	-42	-3	8	-0.7
CCc1nc(Nc2cc(OC)ccc2OC)c2oc3ccccc3c2n1	-2	-3	4	14	2	5	5	1.8

Some of the entries above in a different format:
SMILES: C=CCc1ccc(OCCOc2ccc(/C=N/n3cnnc3)cc2OCC)c(OC)c1
  APJ agonist: 2
  Mdm2 MdmX PPI: 11
  XBP1 UPR activ: -2
  Jurkat NFkB inh: -4
  APJ antagonist: -15
  tim23-1 inh: -13
  697 NFkB inh: 1
  UPR CHOP act: -1.1

SMILES: CC(=O)Oc1ccc(-c2ccc(C(=O)O)cc2)cc1
  APJ agonist: -2
  Mdm2 MdmX PPI: 4
  XBP1 UPR activ: 1
  Jurkat NFkB inh: -5
  APJ antagonist: -20
  tim23-1 inh: -1
  697 NFkB inh: 0
  UPR CHOP act: 2.8

Next compounds follow.
SMILES	APJ agonist	Mdm2 MdmX PPI	XBP1 UPR activ	Jurkat NFkB inh	APJ antagonist	tim23-1 inh	697 NFkB inh	UPR CHOP act
S=c1nc(-c2ccccc2)n(CCN2CCOCC2)c2c1CCCC2	-4	8	-2	-7	9	25	1	0.2
O=C(NCC1CCCN1S(=O)(=O)c1cccs1)c1ccc(F)cc1 (stereo not given)	2	16	0	-2	-6	15	12	1.7
COc1cc2c(cc1OC)C1(NCC2)C(=O)Nc2ccccc21 (stereo not given)	0	-8	-3	7	15	6	3	0.4
COc1ccc(C(=O)NCc2cn3ccsc3n2)cc1OC	1	19	0	7	10	-12	16	-0.6
COc1ccc(OC)c(NC(=O)CSc2n[nH]c(-c3cccnc3)n2)c1	2	-6	-2	5	-19	-6	-2	-1.6
O=C(N/N=C/c1ccco1)c1cccc(NC(=O)c2cccc(Cl)c2)c1	1	-32	0	-12	1	7	-10	1.4
COCCCNc1nnc(Cc2ccc(Cl)cc2)c(=O)[nH]1	-1	49	4	43	5	-1	5	0.4
CNC(=S)NNC(=O)c1sc2cc(C(F)(F)F)cnc2c1-c1ccccn1	-6	-14	-4	8	32	1	7	-0.5
CCOC(=O)NC(=O)C(=CNc1ccc(C)cc1)C(=O)NC(=O)OCC	-3	4	-1	-5	16	10	8	-1.8
O=C1C/C(=C/NCc2ccccc2)C(=O)N1	-1	28	-2	0	7	14	11	0.6
CC(=O)c1ccc(NS(=O)(=O)Cc2ccc(Cl)cc2)cc1	-1	7	-2	-8	-6	24	-15	-1.4
OCCN1CCN(C(=S)Nc2ccccc2)CC1	1	26	-3	14	10	2	5	1.1
Cc1ccc(NC(=O)COC(=O)CSCC(=O)Nc2cc(C)on2)c(C)c1	-6	-8	-2	-1	7	12	15	-0.9
Cc1noc(C)c1C(=O)OCC(=O)c1ccc[nH]1	4	-6	2	-12	12	11	17	0.0
CCCCn1nc2cc(C(=O)NCc3ccc(OC(F)(F)F)cc3)ccc2c1OC	4	17	3	-2	4	3	6	-0.4
CC(=O)N1CCc2cc(S(=O)(=O)NCC(=O)NCc3ccccc3Cl)ccc21	2	27	-3	-6	15	-12	6	-2.8
O=C(CN1N=C(C(F)(F)F)CC1(O)c1ccc([N+](=O)[O-])cc1)c1ccccc1 (stereo not given)	-17	32	-1	2	9	20	-1	2.1
O=C(CN1C(=O)CCSc2ccc(S(=O)(=O)N3CCCC3)cc21)Nc1ccccc1Cl	-6	10	0	2	18	6	-14	-2.1
COc1cc(NC(=O)CSc2nncn2C)c(C)cc1[N+](=O)[O-]	-4	-3	0	1	3	8	17	-1.4
Cc1cnc(C(=O)OCC(=O)NC2CCCCCCC2)cn1	-3	7	-3	-9	2	14	9	-1.9
CSCCC(NS(=O)(=O)c1ccc2c(c1)oc(=O)n2C)C(=O)NC1CCN(Cc2ccccc2)CC1 (stereo not given)	-2	-25	-1	-8	-2	5	-17	1.3
O=C(CCCCn1c(=O)[nH]c2ccccc2c1=O)NCCC1=CCCCC1	3	5	-1	6	17	9	-5	-0.1

Full records from above. Screens in order: APJ agonist | Mdm2 MdmX PPI | XBP1 UPR activ | Jurkat NFkB inh | APJ antagonist | tim23-1 inh | 697 NFkB inh | UPR CHOP act
COCCn1nc2cc(C(=O)NCc3cc(C(F)(F)F)cc(C(F)(F)F)c3)ccc2c1OC is listed with -3 | 16 | -2 | -3 | 4 | -1 | 1 | -0.4
CCN(CC)CCOC(=O)c1ccc(N/C=C(/C#N)c2nc(-c3cc4ccccc4oc3=O)cs2)cc1 is listed with 0 | 29 | 0 | -26 | 1 | -65 | 3 | 4.3
O=C(N/N=C/c1ccco1)c1cccc(NC(=O)c2cccc(Cl)c2)c1 is listed with 1 | -32 | 0 | -12 | 1 | 7 | -10 | 1.4
CC(=O)c1ccc(N2CCN(C(=O)c3ccc4c(c3)OCO4)CC2)cc1 is listed with -2 | 24 | -2 | 0 | -8 | -7 | -11 | -1.1
CCOC(=O)CCC(NC(=O)CC(=O)NC(CCC(=O)OCC)C(=O)OCC)C(=O)OCC (stereo not given) is listed with -4 | 11 | -3 | 6 | -5 | 5 | 0 | -0.2
